MC4R ag barr: human MC4R agonism via beta-arrestin. U2OS MC4R beta-arrestin complementation, luminescence; percent of melanotan II response, DMSO zero. activation, % at 8.9 µM. P32245. 360,000 tested, 0.98% active;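 active = activation above a per-plate cutoff, the mean activation of sample wells on that plate plus 3 SD, cut at about 8% in these data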
Vif inh: blocks HIV Vif function; HEK293T cells, Vif self-association by quenched fluorescence, imaging, 24 h; inhibition, % at 7.49 µM; 340,000 tested, 0.35% active; AID 602346; in the data active = inhibition above about 50%, passing the limit was not always enough; note: some results filed as inactive read as strong as hits
Glyco luc inh: blocks N-linked glycosylation in D54 reporter cells. D54 ERlucT glycosylation luciferase reporter, 24 h; percent of 100 nM tunicamycin response. reporter increase, % at 12.5 µM. 360,000 tested, 0.23% active. AID 588692;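 active = mean luciferase reporter signal, scaled so untreated is 0 and the glycosylation-blocking control 100, at or above a set limit in every replicate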;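 note: luciferase carries N-glycosylation sites so blocking glycosylation raises the light; 0% = median of neutral control wells and 100% = median of 100 nM tunicamycin wells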
aDG glyco up: increases alpha dystroglycan glycosylation | Pro5-aDG cells, alpha-DG glycosylation AlphaScreen (IIH6); 0% Pro5, 100% B10-LARGE cell signal | activation, % at 10 µM | 360,000 tested, 0.22% active | AID 624168;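 active = activation of at least 8% versus controls, or a plate z-score of at least 8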;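 note: Pro5 are CHO cells carrying HIG-tagged alpha-DG that lacks glycosylation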
NOD2 RIPK2 PPI: inhibitors of human NOD2-RIPK2 interaction | O43353 | AID 624267 | inhibition, % at 4.98 µM | 360,000 tested, 0.38% active | CHO BLA complementation NOD2-RIPK2, CCF4 ratio; in the data active = inhibition above about 21%;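 note: 0% = vehicle only and 100% = reference blocker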
MC4R antag cAMP: human MC4R antagonism in cAMP assay; P32245; 360,000 tested, 0.48% active; MC4R-expressing cells, MTII-stimulated cAMP, LANCE TR-FRET; inhibition, % at 6.5 µM; AID 540295;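 active = inhibition above its plate's cutoff, the mean of tested wells on that plate plus 3 SD, cut at about 29% in these data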;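 note: 0% = Melanotan II alone and 100% = Melanotan II plus saturating MCL0020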
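Material: human MC4R-expressing U2OS cells. Probe or stimulus: Melanotan II challenge. Dosing: 6.5 µM single dose. Times: 30-min compound, 1-h challenge, 1-h detection, room temperature. Technique: TR-FRET with Eu-cAMP and labeled anti-cAMP, 671 nm. Replication: singlicate.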
TLR9-MyD88 block: inhibitors of human TLR9-MyD88 binding | CHO BLA complementation TLR9-MyD88, CCF4 FRET ratio | inhibition, % at 4.98 µM | 340,000 tested, 0.21% active | AID 504734;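 active = inhibition above the mean over all tested compounds plus 3 SD, cut at about 21% in these data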;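 note: 0% = DMSO only wells and 100% = clavulanate BLA inhibitor control wells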
ABCB6 inh 2: inhibitors of human ABC transporter ABCB6; Q9NP58; K562-ABCB6 porphyrin accumulation, flow cytometry, 1 h; stronger effect = lower value; fluorescence ratio to DMSO, % at 10 µM; 360,000 tested, 0.19% active;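 active = fluorescence ratio to DMSO below 75%, the collection mean minus 3 SD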;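 note: signal is porphyrin accumulated inside mitochondria; 100% equals median channel fluorescence of DMSO control wells; lower ratio means ABCB6 inhibition with less porphyrin fluorescence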
Target sequence (Q9NP58 whole entry, looked up): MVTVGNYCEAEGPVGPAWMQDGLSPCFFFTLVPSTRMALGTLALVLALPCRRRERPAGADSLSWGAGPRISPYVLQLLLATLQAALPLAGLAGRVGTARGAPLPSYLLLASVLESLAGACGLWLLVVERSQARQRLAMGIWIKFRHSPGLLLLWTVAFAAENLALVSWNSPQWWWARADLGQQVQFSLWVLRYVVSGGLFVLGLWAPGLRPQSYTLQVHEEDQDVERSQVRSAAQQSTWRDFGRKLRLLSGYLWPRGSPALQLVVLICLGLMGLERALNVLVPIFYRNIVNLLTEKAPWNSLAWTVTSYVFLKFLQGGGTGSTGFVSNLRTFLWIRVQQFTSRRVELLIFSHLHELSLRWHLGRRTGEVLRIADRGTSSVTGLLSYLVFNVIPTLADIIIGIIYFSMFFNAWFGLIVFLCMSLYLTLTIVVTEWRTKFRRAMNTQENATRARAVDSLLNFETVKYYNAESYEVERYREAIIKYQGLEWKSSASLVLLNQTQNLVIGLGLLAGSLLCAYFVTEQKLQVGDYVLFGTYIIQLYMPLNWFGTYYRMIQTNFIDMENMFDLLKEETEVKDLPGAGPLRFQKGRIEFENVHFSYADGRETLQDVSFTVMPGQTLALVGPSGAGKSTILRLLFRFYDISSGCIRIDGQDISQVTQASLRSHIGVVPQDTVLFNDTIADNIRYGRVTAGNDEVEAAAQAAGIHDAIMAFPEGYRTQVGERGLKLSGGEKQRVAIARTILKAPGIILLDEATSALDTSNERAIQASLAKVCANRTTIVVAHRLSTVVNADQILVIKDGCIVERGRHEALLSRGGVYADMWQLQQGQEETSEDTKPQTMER
Exocytosis inh: lytic granule exocytosis inhibition; TALL-104 LAMP-1 surface exposure, flow cytometry; cells stimulated with thapsigargin and PMA; inhibition, % at 10 µM; 360,000 tested, 0.66% active;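 active = inhibition above about 55%, limit read from the data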
ABHD5 PLIN5 PPI: ABHD5-PLIN5 protein interaction inhibition; Split G. princeps luciferase complementation, luminescence, 4 h; inhibition, % at 4 µM; 360,000 tested, 0.78% active;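 active = inhibition above the mean inhibition across every tested compound plus 3 SD, cut at about 22% in these data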;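 note: 0% = DMSO only wells and the 100% control is not disclosed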
An asterisk follows results filed as active; / = no result given. Some of the compounds tested; count on the stated rates, not on these rows.

Values run as follows: aDG glyco up, NOD2 RIPK2 PPI, MC4R ag barr, Glyco luc inh, Vif inh, ABCB6 inh 2, Exocytosis inh, ABHD5 PLIN5 PPI, MC4R antag cAMP, TLR9-MyD88 block
- COc1ccc(N=Cc2c(O)n(-c3cccc(C)n3)c(=O)c3ccccc23)cc1
  -0.4, 2, 0.2, -1, 4, 95, 1, 5, 2, 5
- NC(=O)Nc1ccc(C(=O)OCC(=O)N2CCCC2=O)cc1
  -0.2, 10, -1.1, 1, 2, 100, 3, 0, -1, -6
- COc1ccc(N2CCN(C(=O)c3ccc(CNS(=O)(=O)c4ccc(C)cc4)cc3)CC2)cc1
  0.1, -7, -0.3, -5, -1, 100, 4, -7, 2, -3
- COc1ccccc1Cc1c(-c2ccco2)nc2cc(C)c(Br)c(C)n12
  2.3, -12, /, /, /, 104, 23, 58*, /, /
- CC(C(=O)Nc1ccc(C(=O)O)c(O)c1)N1C(=O)/C(=C\c2ccco2)SC1=S (configuration not stated)
  0.9, 1, -2.0, -2, 1, 139, -2, -3, 3, 5
- Cn1c(N)c(C(=O)COC(=O)c2ccccc2C(=O)c2ccc(Cl)c([N+](=O)[O-])c2)c(=O)n(C)c1=O
  1.3, -9, -1.4, -3, 19, 94, 4, 1, -48, -13
- Cc1cnnc2c1-c1no[n+]([O-])c1CC2
  0.2, -6, -2.4, -3, -4, 103, 0, 3, -4, 4
- Cc1ccc(NC(=O)CC2Oc3ccc(C)cc3NC2=O)cc1 (configuration not stated)
  0.0, 4, 0.7, 1, 0, 100, 0, -4, -3, 3
- CC1CCCN(C(=O)C2CCCN(S(=O)(=O)c3cccc4nsnc34)C2)C1 (configuration not stated)
  0.1, 0, -1.3, 0, -2, 96, -2, 8, 4, 5
- Cc1cnc(C(=O)OCC(=O)N2CCN(S(=O)(=O)c3ccc(Cl)cc3)CC2)cn1
  0.0, 4, -0.9, 1, -8, 101, -1, -1, 1, 1
- O=C(CCl)N1c2ccccc2SCC1c1ccccc1 (configuration not stated)
  0.1, -3, 3.5, 9, 0, 98, -3, 9, 6, -7
- Cn1ccc2cc(NC(=O)Nc3cccnc3)ccc21
  -0.1, -7, -0.2, 3, 6, 98, -1, 6, 4, 5
- Cc1cc(=O)n2nc(-c3ccccc3)sc2n1
  4.0, -7, -2.3, -2, 1, 99, 0, -1, 4, -8
- CC[C@]12c3[nH]c4ccc(OC)cc4c3CCN1C(=O)C(CC(=O)NCC13CC4CC(CC(C4)C1)C3)C[C@@H]2C(=O)N1CCN(C(=O)C2CC2)CC1 (some centres not stated)
  0.0, -7, -0.5, 0, -3, 93, -4, 7, 0, -2
- C/C(N)=C(/C#N)C(=O)CSc1nc2cc(Cl)ccc2s1
  -0.3, -7, -0.2, -3, -15, 102, -3, 3, 6, -6
- Cc1cccc(Nc2nc3c(c(=O)n(C)c(=O)n3C)n2Cc2ccccc2)c1
  0.4, -14, -1.1, 2, 12, 111, 5, -2, 6, -4
- COc1ccc(C)cc1NC(=O)CN(Cc1nnc(-c2ccc(Cl)cc2)o1)C1CCCC1
  1.6, -9, -2.9, -2, 7, 95, 10, 6, -1, -8
- Cc1n[nH]c(=O)c2c(NC(=O)CSc3nc4ccccc4c(=O)n3CCCO)oc(C)c12
  0.1, -2, -5.2, 1, -4, 101, 1, -4, -1, 9
- O=C(CCc1ccccc1)NNC(=O)c1ccncc1
  -0.2, 0, 0.5, 1, -6, 104, -3, 12, 5, 4
- CC(=O)c1ccc(NC(=O)c2noc3c2CCCCC3)cc1
  -0.2, -3, -0.2, -7, 2, 97, 1, 7, 1, 17
- COC(=O)COc1cccc(NC(=O)c2ccccc2)c1
  -0.2, 8, 0.2, 3, 2, 74*, 2, 0, 9, 1
- O=S(=O)(Nc1cccc(CO)c1)c1cccs1
  -0.1, -4, -2.2, -1, -1, 93, -1, 2, 3, /
- CNC(=O)NC(=O)CSc1cccc(C(F)(F)F)c1
  0.0, 1, -0.3, 2, -9, 89, -2, 8, 4, 6
- CCNc1nc(C#N)nc2c1ncn2-c1cc(F)cc(F)c1
  -0.4, -1, 4.4, -1, 9, 107, -3, -12, 2, -4
- O=C(Nc1ccc(-c2csc(Nc3cccc(C(F)(F)F)c3)n2)cc1)c1cc([N+](=O)[O-])cc(C(F)(F)F)c1
  0.0, 1, 0.6, -15, 1, 100, 0, 1, 3, 3
- FC(F)(F)c1ccnc(N2CCN(Cc3cnc(-c4ccccc4)[nH]3)CC2)c1
  0.2, -5, 1.3, 1, -9, 99, 2, 11, -5, 1
- CCCCN1C(=O)C(=O)N(CC(=O)Nc2cc(OCC)c(N3CCOCC3)cc2OCC)C1=O
  0.1, 8, -1.8, 3, -7, 98, -1, 3, 4, 9
- COc1ccc(C)cc1NC(=O)c1cnc2n(c1=O)CCS2
  -0.1, -7, -0.9, 6, -1, 101, 2, 3, 4, -5
- Cc1ccc(C(=O)N/N=C/c2cc(C)n(-c3ccc(Br)cc3)c2C)cc1[N+](=O)[O-]
  0.0, 7, -2.2, -3, -6, 97, -4, 8, -9, 4
- O=C(COC(=O)c1ccc(F)c(S(=O)(=O)N2CCOCC2)c1)NCCc1ccccc1
  0.0, -1, -0.7, 1, -10, 94, 0, 8, 11, -3
- Cc1cc(C)cc(NC(=O)CCNS(=O)(=O)c2cc(Br)cnc2N)c1
  0.1, -2, -1.7, -2, -9, 95, -13, 3, -4, 4
- Cc1cc2oc(=O)cc(CSc3nc(N)cc(N)n3)c2cc1C
  -0.2, -7, -1.4, 0, 5, 92, 3, 12, 3, -1
- COc1ccc(C(=O)NC(=S)Nc2ccccc2N2CCCCC2)cc1[N+](=O)[O-]
  0.0, -2, -1.0, -14, -5, 99, 7, -15, -2, -1
- NS(=O)(=O)c1ccc(NC(=S)Nc2ccc(S(=O)(=O)Nc3nccs3)cc2)cc1
  -0.5, -13, /, 1, 2, 97, 0, -10, /, /
- O=C(NCCNS(=O)(=O)c1ccccc1Cl)c1cc(OCC(F)(F)F)ccc1OCC(F)(F)F
  0.1, -13, 3.0, 0, -13, 96, 1, -6, -1, 8
- CCNC(=O)N1CCCC(C(=O)c2ccc(C(F)(F)F)cc2)C1 (configuration not stated)
  -0.1, -6, 1.8, 1, 7, 95, -5, -9, 25, -8
- COc1ccccc1/C=C1\Cc2ccccc2C1=O
  0.0, -9, 2.2, 1, -5, 96, 2, 11, 7, -1
- Cc1ccc(/C=N/NC(=O)c2nnn(-c3nonc3N)c2CSc2ccccc2)cc1
  -0.1, -2, 7.8, 1, -2, 98, 4, 0, -1, -3
- COc1ccc(N2C[C@H](CSC)[C@@H](CC(=O)Nc3ccc(Br)cc3)C2=O)cc1
  -0.1, 4, 8.2, 1, 1, 99, -1, 2, 16, -6
- CCn1c(SCc2nc3scc(-c4ccccc4)c3c(=O)[nH]2)nnc1-c1ccc(Cl)cc1
  -0.1, -14, 1.4, 2, 4, 96, -1, 19, -9, -15
- Cc1c(NC(=O)C(C)OC(=O)COc2ccc(C#N)cc2)c(=O)n(-c2ccccc2)n1C (configuration not stated)
  0.1, -2, 1.0, 0, -1, 101, 5, 1, -2, 4
- CCc1nc2c(OCc3ccc(F)c(F)c3)cccn2c1N(C)C(=O)c1cccs1
  0.0, 6, 0.7, -3, 2, 93, -6, 9, 1, /
- COc1ccccc1-c1nnc(NC(=O)c2ccc(S(=O)(=O)N(C)CC3CCCO3)cc2)o1 (configuration not stated)
  -0.1, 0, -3.4, 3, -2, 97, -1, 0, 10, 4
- O=C(Nc1ccc(-c2cn3ccsc3n2)cc1)C1COc2ccccc2O1 (configuration not stated)
  0.4, -10, -3.3, -1, /, 87, -2, -7, 5, -5
- COc1cc(Cc2cc(N)nc(N)n2)cc(OC)c1OC
  -0.1, -5, -1.7, 5, 19, 99, -9, -7, 6, -1
- Cc1nn(Cc2ccccc2)c(C)c1/C=N/NC(=O)CNc1cccc(C(F)(F)F)c1
  0.2, 2, 0.9, -3, 3, 94, 0, -2, 11, 2
- O=C(c1ccccc1)N1CCN(S(=O)(=O)c2cccc(NS(=O)(=O)c3ccccc3)c2)CC1
  0.0, -14, -0.5, -1, -10, 103, 3, 4, -4, /
- CCN1c2ccccc2NC2N=C(OC)C(c3ccccc3)C21 (configuration not stated)
  1.3, -3, 2.9, -8, 10, 124, -2, 48*, -2, 1
- CCN(C(=O)COC(=O)c1ccco1)c1c(N)n(Cc2ccccc2)c(=O)[nH]c1=O
  -0.3, -6, -1.5, 1, 22, 102, -2, -5, 0, 1
- Cc1[nH]nc2c1/C(=N/O)CC(c1ccccc1)C2 (configuration not stated)
  -0.1, -8, -1.5, 0, 19, 97, 7, -2, 10, -34
- COc1ccc(CN(CC2CCC(C(=O)O)CC2)C(=S)Nc2cc(C)ccc2C)cc1 (configuration not stated)
  -0.1, -5, -1.2, 1, 10, 101, 0, -7, 13, -12
- Cc1ccc(S(=O)(=O)N2c3ccccc3OCC2C(C)(C)C)cc1 (configuration not stated)
  0.0, 0, 7.4, -3, -4, 120, 1, -4, 6, -16
- CCCCCC(=O)N1C[C@@H](O)[C@H](n2cc(-c3ccc(F)cc3)nn2)C[C@@H]1c1ccc(C)cc1
  0.2, -10, 3.7, 0, -3, 104, -1, -6, 7, -9
- CCOc1ccc(CCNC(=O)COC(=O)c2cc(OC)cc(OC)c2)cc1OCC
  24*, -5, -1.8, -1, 3, 97, 7, -3, 13, -5
- COc1ccc(N2C(=O)CC(N3CCN(C(=O)c4ccco4)CC3)C2=O)cc1 (configuration not stated)
  0.0, -21, -1.1, 2, -4, 103, 1, 3, -1, -4
- O=C1NC(c2cccc([N+](=O)[O-])c2)=CCN1c1ccccc1O
  -0.2, -8, -0.2, 2, 10, 100, -8, 0, -5, -3
- O=C(c1ccc(Cl)c(S(=O)(=O)N2CCCC2)c1)N1CCCC(C(F)(F)F)C1 (configuration not stated)
  0.1, 4, -2.0, -3, -3, 101, -1, 3, 2, -8
- COc1ccc(CCN(Cc2cc3ccc(C)cc3n3nnnc23)C(C)=O)cc1OC
  -0.5, -1, 2.4, -1, -3, 96, -1, -5, 16, -17
- O=C(COc1ccc(F)cc1Br)Nc1ccccc1N1CCOCC1
  0.3, -8, -0.2, -5, -12, 96, 6, -9, 18, -1
- COc1cc2cc(Br)cc(Br)c2nc1C
  0.2, 0, 4.2, -2, /, 117, 4, -2, 8, 1

Continued:
Values run as follows: aDG glyco up, NOD2 RIPK2 PPI, MC4R ag barr, Glyco luc inh, Vif inh, ABCB6 inh 2, Exocytosis inh, ABHD5 PLIN5 PPI, MC4R antag cAMP, TLR9-MyD88 block
- CCOc1cc(/C=N/n2c(C)nnc2C)ccc1O
  0.0, -17, 0.4, 3, -6, 92, 7, -2, 0, 0
- O=C(NNC(=O)c1ccc(Br)s1)c1csc(N2CCOCC2)n1
  0.0, -1, -2.4, 0, -3, 98, 6, -2, 10, -3
- CC(=O)n1c2ccccc2c2c1c1ccccc1n2C
  0.3, -3, -0.8, 4, -2, 98, -2, -3, 17, 3
- Cc1c(CCOC(=O)C23CC4CC(CC(C4)C2)C3)sc[n+]1Cc1ccccc1
  -0.1, -8, -1.1, 1, -18, 107, -4, -1, 3, -3
- CCOc1ccc(-n2c(C)c(C(=O)O)c3cc(OC)ccc32)cc1
  -0.1, -2, -1.4, -3, -1, 88, -6, -9, 2, 9
- CC(=O)C1=NN(c2ccccc2)C(c2cccs2)N1c1ccc(N(C)C)cc1 (configuration not stated)
  -0.2, -4, -1.6, 0, -5, 97, 3, 0, 14, -3
